Screening results as filed in PubChem BioAssay.
RSV antiviral HEp-2: RSV antiviral activity via CPE protection, HEp-2 cells, primary 10 µM value included (AID 2391). HEp-2 cells, RSV-induced CPE inhibition; higher % means a stronger effect. CPE inhibition, % at 10 µM; hits with a dose series show IC50 in µM. 0.13% of 310,000 active; in the data active = a potency from the dose series; inconclusive = CPE inhibition mostly from about 23% at the one dose, without a potency; inactive = the rest, 99 in 100 with CPE inhibition below about 21%; note: strong numbers were not always called active
Dengue-2 NS5 capping: Dengue-2 NS5 methyltransferase inhibitors, primary screen, biochemical, confirmation dose response (AID 588689) | Genome polyprotein (Dengue virus type 2 (strain 16681-PDK53)) | Dengue-2 NS5 methyltransferase capping enzyme assay, biochemical; higher % means a stronger effect | inhibition, % at 25 µM; hits with a dose series show IC50 in µM | 0.3% of 340,000 active; in the data active = a potency from the dose series; inconclusive = inhibition above about 29% without an active follow-up result
LYP phosphatase: inhibitors of LYP phosphatase, biochemical, fluorescence intensity, uHTS (AID 1779); recombinant LYP phosphatase, fluorescence intensity; higher % means a stronger effect; 0.054% of 290,000 active; one-dose inhibition, % at 11.5 µM; IC50 in µM for titrated hits; in the data active = inhibition above about 50%;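 note: plate controls were vehicle with enzyme for no effect and no enzyme for full effect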
Rac1 GTP hydrolysis: MgcRacGAP GTPase-activating activity inhibitors, confirmation, biochemical, ADP Hunter fluorescence; MgcRacGAP-stimulated Rac1 GTP hydrolysis, ADP Hunter fluorescence; higher % means a stronger effect; GST-tagged Rac1 F28L mutant substrate; 0.6% of 340,000 active; inhibition, % at 30 µM; hits with a dose series show IC50 in µM; AID 624330, 2012; Rac GTPase-activating protein 1 (Homo sapiens);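 active = first-screen hits whose inhibition reached a set limit at any dose in the follow-up dose series; inconclusive = inhibition above the set first-screen limit but never retested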;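 note: fluorescence reports GDP produced by GAP-driven GTP hydrolysis; strong numbers were not always called active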
HIV peptide binding: inhibitors of HIV fusion peptide binding, primary screen, biochemical, uHTS, fluorescence dequenching (AID 1986) | 0.3% of 290,000 active | cell-free peptide binding, fluorescence dequenching, 30 min; higher % means a stronger effect | inhibition, % at 20 µM, or IC50 in µM where a hit was titrated; in the data active = inhibition mostly above about 52%, no sharp cut-off; inactive = mostly below about 76%; note: some results filed as inactive read as strong as hits
SV40 large T antigen: SV40 large T antigen inhibitors, biochemical (AID 1903). SV40 large T antigen ATPase/helicase inhibition assay; higher % means a stronger effect. inhibition, % at 20 µM; hits with a dose series show IC50 in µM. 0.39% of 310,000 active; in the data active = a potency from the dose series; inconclusive = inhibition mostly from about 32% at the one dose, without a potency; inactive = the rest, 99 in 100 with inhibition below about 32%; note: strong numbers were not always called active
AID2073: inhibitors of Mint1-CaV2.2 protein interaction, biochemical, HTRF (AID 2073). HTRF protein-protein interaction, Mint1-CaV2.2; higher % means a stronger effect. Voltage-dependent N-type calcium channel subunit alpha-1B (Homo sapiens). inhibition, % at 20 µM; hits with a dose series show IC50 in µM. 0.19% of 290,000 active; in the data active = inhibition mostly above about 51%, no sharp cut-off; inconclusive = no clear call, values can overlap the other calls; inactive = mostly below about 53%; note: some results filed as inactive read as strong as hits
XIAP antagonists: XIAP antagonists, biochemical, IAP family, fluorescence polarization (AID 1018) | one-dose displacement, % at 20 µM; IC50 in µM for titrated hits | XIAP BIR domain, fluorescence polarization peptide displacement; higher % means a stronger effect | 0.007% of 200,000 active; in the data active = displacement above about 50%; note: a part of the inactive calls stands beside numbers as strong as those of hits
SIAH1 antagonists: Siah-1 peptide-binding antagonists, primary screen, biochemical, fluorescence polarization, rhodamine-plectin, uHTS (AID 1817) | E3 ubiquitin-protein ligase SIAH1 (Homo sapiens) | Siah-1 / rhodamine-plectin peptide fluorescence polarization; higher % means a stronger effect | one-dose displacement, % at 20 µM; IC50 in µM for titrated hits | 0.02% of 290,000 active;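 active = displacement of at least 50% at 20 µM, with a fluorescence ratio check between 0.3 and a set limit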;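 note: plate controls were Siah plus tracer with DMSO for no effect and tracer alone without Siah for full effect; strong numbers were not always called active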
Dengue-2 NS5 capping pilot replicate: recorded beside Dengue-2 NS5 capping, whose call it bears; inhibition, %; measured here: pilot screen replicate inhibition
Numbers without * were called inactive; ? = inconclusive; · = no result given.

SMILES	RSV antiviral HEp-2	Dengue-2 NS5 capping	LYP phosphatase	Rac1 GTP hydrolysis	HIV peptide binding	SV40 large T antigen	AID2073	XIAP antagonists	SIAH1 antagonists	others
Cc1ccc(S(=O)(=O)Cc2nc3ccccc3c(=O)[nH]2)cc1	1.3%	-7%	-2%	9%	-2.7%	13%	-3%	-1.8%	-2%
CCOC(=O)c1sc(=S)n(CC)c1NC(=O)C1CC1	0.4%	4%	-1%	8%	2.7%	0%	-3%	-1.4%	0%
Cc1ccc(CNC(=O)CN2CCN(c3ccc(F)cc3)CC2)cc1	0.8%	·	1%	-8%	1.7%	3%	5%	·	-1%
COc1ccc2c(c1)C(C1=C(O)CC(C)(C)CC1=O)C1=C(CC(C)(C)CC1=O)O2 (configuration not stated)	1.3%	-2%	1%	5%	-1.4%	12%	2%	-9.9%	1%
Cc1nn(-c2ccccc2)c(C)c1/C=N/Nc1nc2ccccc2[nH]1	12%	·	-5%	23%	-5.9%	-14%	-8%	-4.4%	-15%
Cc1cccc(OCCn2c(CCCO)nc3ccccc32)c1	12%	6%	4%	7%	-1.9%	17%	-8%	0.0%	0%
COCc1nnc(NC(=O)c2cccs2)s1	2.3%	-2%	0%	-2%	-1.4%	-3%	6%	-1.1%	2%
Cc1scc(C(=O)NCc2ccco2)c1-c1ccccc1	0.3%	-4%	-11%	4%	7.2%	7%	1%	-3.2%	-3%
O=C(O)c1cc(NC(=O)c2ccccc2F)cc(NC(=O)c2ccccc2F)c1	1.8%	-9%	-7%	3%	2.1%	-4%	11%	·	3%
CCCC(=O)NC(=S)Nc1cc(-c2nc3ncccc3o2)ccc1C	1.5%	-2%	0%	-23%	-0.4%	9%	4%	·	-5%
Cc1ccc2nc3nc(NCC4CCCO4)c(C(=O)NC4CCCC4)cc3c(=O)n2c1 (configuration not stated)	1.9%	-1%	-41%	2%	18%	3%	20%	-5.1%	-4%
CCOc1ccc(NC(=O)C(C)Sc2nnc(C)n2C)cc1 (configuration not stated)	-0.8%	-4%	-3%	4%	0.7%	7%	-3%	-1.2%	3%
CC1(C)CC(=O)C2=C(C1)N=C1c3ccccc3C(=O)C1C2c1ccc(Cl)cc1 (configuration not stated)	?	1%	8%	4%	-2.6%	5%	-5%	-1.5%	6%
CCOC(=O)C1CCN(c2nc(N)c3c(N)nc(SCC(=O)O)cc3c2C#N)CC1	·	?	0%	6%	39%	74%	-14%	·	53%
COc1ccc(N2CCN(Cc3nc4c(c(=O)n(C)c(=O)n4C)n3C(C)C(C)=O)CC2)cc1 (configuration not stated)	-0.8%	-6%	-10%	16%	-1.9%	19%	-7%	-0.2%	-8%
CNC(=O)/C(C#N)=C1/SC(Cc2ccc(F)cc2)C(=O)N1c1ccccc1 (configuration not stated)	·	-2%	-5%	12%	0.2%	9%	-22%	·	-3%
CCOc1ccccc1NC(=O)NC1(C(=O)NCC2CCCO2)CCCCC1 (configuration not stated)	2.6%	-9%	-11%	2%	3.3%	8%	1%	·	2%
Cc1ccccc1NC(=O)CSc1ccc2nnc(-c3ccccn3)n2n1	4.9%	5%	-1%	10%	-0.8%	9%	17%	·	-3%
COc1ccc(CN2CCNC(=O)C2CC(=O)NCCC2=CCCCC2)c(F)c1 (configuration not stated)	1.1%	-8%	-10%	5%	2.6%	2%	0%	·	7%
CCN(C(=O)c1cc2ccccc2oc1=O)c1ccccc1	0.2%	1%	-3%	-3%	1.9%	0%	3%	-4.2%	0%
CCn1c(/N=C/c2c[nH]c3ccccc23)nc2ccccc21	4.1%	-2%	2%	4%	1.4%	2%	4%	-7.0%	-2%
CC(C)CNC(=S)Nc1ccc(F)cc1	1.0%	-10%	-11%	6%	1.6%	11%	-8%	-5.5%	1%
Cc1nnsc1NC(=O)OCC(C)(C)C	0.9%	-4%	-6%	8%	-3.7%	0%	-8%	1.4%	-2%
O=C(C1CCCCC1)N1CCC(CO)(Cc2ccccc2Cl)CC1	2.5%	8%	-2%	-2%	0.7%	9%	?	-3.1%	12%
O=C(Nc1nc2c(Br)cc(Br)cc2c(=O)s1)c1ccco1	3.9%	1%	-2%	7%	20%	3%	?	·	16%

Random excerpt: 4 compounds from above
SMILES	RSV antiviral HEp-2	Dengue-2 NS5 capping	LYP phosphatase	Rac1 GTP hydrolysis	HIV peptide binding	SV40 large T antigen	AID2073	XIAP antagonists	SIAH1 antagonists	others
CCOC(=O)c1sc(=S)n(CC)c1NC(=O)C1CC1	0.4%	4%	-1%	8%	2.7%	0%	-3%	-1.4%	0%
COc1ccc2c(c1)C(C1=C(O)CC(C)(C)CC1=O)C1=C(CC(C)(C)CC1=O)O2 (configuration not stated)	1.3%	-2%	1%	5%	-1.4%	12%	2%	-9.9%	1%
CCn1c(/N=C/c2c[nH]c3ccccc23)nc2ccccc21	4.1%	-2%	2%	4%	1.4%	2%	4%	-7.0%	-2%
Cc1ccc(CNC(=O)CN2CCN(c3ccc(F)cc3)CC2)cc1	0.8%	·	1%	-8%	1.7%	3%	5%	·	-1%

Continuation.
SMILES	RSV antiviral HEp-2	Dengue-2 NS5 capping	LYP phosphatase	Rac1 GTP hydrolysis	HIV peptide binding	SV40 large T antigen	AID2073	XIAP antagonists	SIAH1 antagonists	others
Cc1ccccc1C(=O)Nc1sc2c(c1C(=O)O)CCC2	1.0%	·	-2%	5%	2.4%	2%	7%	-1.9%	2%
CSc1ccccc1NC(=O)CN(C)Cc1cc(=O)n2ccsc2n1	0.0%	-5%	-3%	8%	3.3%	5%	14%	-8.3%	10%
O=C(N/N=C/c1ccccn1)C(O)c1ccccc1 (configuration not stated)	2.0%	4%	-3%	13%	0.1%	12%	4%	·	4%
CCc1c(C)nc2ncnn2c1NCCc1ccccc1	9.6%	-4%	-7%	-2%	0.4%	19%	-2%	1.6%	2%
O=c1[nH]c(N2CCOCC2)cc2ccccc12	-1.1%	4%	·	9%	·	25%	·	·	·
O=C(NCSc1ccnc(SCNC(=O)c2ccccc2)n1)c1ccccc1	0.9%	-8%	1%	4%	1.2%	12%	-39%	-2.8%	12%
CN(C)CCC(=O)c1ccc2c(c1)OCO2	2.8%	-12%	-6%	6%	-2.0%	7%	-5%	-4.1%	-1%
Cc1cc(NCCCOC(C)C)n2c(nc3ccccc32)c1C#N	14%	-3%	-15%	13%	3.0%	9%	21%	·	11%	Dengue-2 NS5 capping pilot replicate=-3.4
Cc1ccc2c(c1)N(CC(=O)N1CCCC(C)C1)C(=O)CO2 (configuration not stated)	0.5%	-6%	-6%	4%	-0.9%	-6%	-7%	·	-4%
CCNS(=O)(=O)c1ccc2nc(NC(=O)c3cccnc3)sc2c1	1.4%	-8%	1%	2%	0.2%	4%	18%	-2.6%	4%
C/C(CC(=O)N(C(C)C)C(C)C)=N\NC(=O)c1ccccc1Br	1.2%	-6%	-3%	-15%	0.8%	4%	2%	-3.4%	-6%
C=CCN1C(=O)CSc2ccc(C(=O)OCC)cc21	1.1%	-5%	-9%	0%	0.8%	-8%	-5%	-2.2%	-4%
O=C(Nc1cccnc1)c1ccc(Oc2ccccc2)cc1	-1.9%	1%	-1%	-1%	0.2%	6%	9%	-2.5%	0%
Cc1ccc2nc(SCC(=O)Nc3c(C)n(C)n(-c4ccccc4)c3=O)[nH]c2c1	1.8%	-5%	-11%	13%	-1.0%	10%	2%	-6.7%	1%
O=C(CSc1ccccc1)Nc1ccccc1C(=O)O	5.7%	4%	2%	8%	6.3%	6%	4%	-1.6%	6%
CC1CCN(C(=O)c2ccc(N(C)S(C)(=O)=O)cc2)CC1	2.7%	-16%	-3%	9%	1.1%	4%	-5%	-0.5%	3%
Cc1ccnc(NC(=O)CSc2ccccn2)c1	0.0%	-2%	-6%	8%	0.1%	6%	-9%	·	-1%
COc1ccc(N=C2SC(C(=O)N3CCN(c4ccccc4)CC3)CC(=O)N2C)cc1 (configuration not stated)	3.1%	-6%	-3%	8%	2.8%	8%	-2%	-2.6%	6%
CC1Cc2ccccc2N1S(=O)(=O)c1cccc(C(=O)c2nccn2C)c1 (configuration not stated)	9.1%	7%	-7%	-1%	-0.7%	12%	2%	-1.2%	6%
NC(=O)C1CCCN1S(=O)(=O)c1ccc2ccccc2c1 (configuration not stated)	1.6%	-3%	-1%	-1%	2.4%	6%	10%	·	-1%
COC(=O)C1CCN(C(=O)c2oc3c(Cl)cc(C)cc3c2C)CC1	5.8%	-9%	-7%	2%	-0.2%	3%	4%	·	-7%
COc1ccccc1CNC(=O)C(CCSC)NS(=O)(=O)c1ccc2c(c1)oc(=O)n2C (configuration not stated)	0.6%	-10%	6%	1%	2.4%	-3%	-1%	-5.6%	1%
CCCCn1c(N)c(NCCC)c(=O)[nH]c1=O	2.6%	9%	-5%	1%	3.6%	7%	3%	-48%	0%
O=C(CC(c1ccccc1O)N1CCCCC1)N1CCCCC1 (configuration not stated)	1.8%	-4%	4%	6%	-2.5%	8%	3%	-2.4%	0%
O=C(O)c1ccccc1C(c1ccc(O)cc1)c1ccc(O)cc1	-0.5%	-2%	-2%	8%	0.5%	6%	17%	·	6%
CCOc1cc(/C=C/c2cc(C(=O)O)c3ccccc3n2)ccc1O	3.4%	-2%	0%	?	18%	31%	3%	-1.9%	-3%
CCN(C(=O)CSc1nnnn1-c1ccccc1)C1CCS(=O)(=O)C1 (configuration not stated)	-0.7%	-3%	-6%	-2%	-1.2%	8%	3%	-13%	-3%

No new results follow: an excerpt of the list.
SMILES	RSV antiviral HEp-2	Dengue-2 NS5 capping	LYP phosphatase	Rac1 GTP hydrolysis	HIV peptide binding	SV40 large T antigen	AID2073	XIAP antagonists	SIAH1 antagonists	others
CCOc1cc(/C=C/c2cc(C(=O)O)c3ccccc3n2)ccc1O	3.4%	-2%	0%	?	18%	31%	3%	-1.9%	-3%
CCN(C(=O)CSc1nnnn1-c1ccccc1)C1CCS(=O)(=O)C1 (configuration not stated)	-0.7%	-3%	-6%	-2%	-1.2%	8%	3%	-13%	-3%
